Source: PubChem BioAssay (Sanford-Burnham Center for Chemical Genomics)
A3G deaminase: blocks human APOBEC3G single-stranded DNA deamination | Q9HC16 | recombinant A3G, ssDNA deamination FAM/TAMRA fluorescence | inhibition, % at 20 µM | actives 0.28% (n = 330,000) | AID 493012;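 active = inhibition of at least 40% at 20 µM, with no more than 30% in the related APOBEC3A deaminase screen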;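 note: plate controls were DMSO wells with A3G for no effect and wells lacking A3G enzyme for full effect; some compounds called inactive have numbers as strong as hits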
Target sequence (Q9HC16 whole entry, looked up): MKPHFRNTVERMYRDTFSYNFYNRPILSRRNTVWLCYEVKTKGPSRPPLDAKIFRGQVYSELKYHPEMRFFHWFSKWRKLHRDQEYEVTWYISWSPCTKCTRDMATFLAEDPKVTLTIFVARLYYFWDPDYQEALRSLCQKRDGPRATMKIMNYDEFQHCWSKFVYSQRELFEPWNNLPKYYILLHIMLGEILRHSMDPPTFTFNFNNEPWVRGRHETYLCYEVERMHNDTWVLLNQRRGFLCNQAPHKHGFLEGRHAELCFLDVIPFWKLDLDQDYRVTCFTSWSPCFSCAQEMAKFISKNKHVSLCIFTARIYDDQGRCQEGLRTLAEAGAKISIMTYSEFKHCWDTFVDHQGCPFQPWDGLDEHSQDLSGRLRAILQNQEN
hIAP act: increases human intestinal alkaline phosphatase activity; P09923; purified human IAP, CDP-Star luminescence, 30 min; stronger effect = higher value; 1 = vehicle-only enzyme, 0 = enzyme-free background; activation factor at 10 µM; actives 0.16% (n = 330,000);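 active = activation factor of the enzyme at least 2-fold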; note: the source names both 10 and 20 µM as test concentration; values of inactives mirror those of a sister screen read the other way
Target sequence (P09923 whole entry, looked up): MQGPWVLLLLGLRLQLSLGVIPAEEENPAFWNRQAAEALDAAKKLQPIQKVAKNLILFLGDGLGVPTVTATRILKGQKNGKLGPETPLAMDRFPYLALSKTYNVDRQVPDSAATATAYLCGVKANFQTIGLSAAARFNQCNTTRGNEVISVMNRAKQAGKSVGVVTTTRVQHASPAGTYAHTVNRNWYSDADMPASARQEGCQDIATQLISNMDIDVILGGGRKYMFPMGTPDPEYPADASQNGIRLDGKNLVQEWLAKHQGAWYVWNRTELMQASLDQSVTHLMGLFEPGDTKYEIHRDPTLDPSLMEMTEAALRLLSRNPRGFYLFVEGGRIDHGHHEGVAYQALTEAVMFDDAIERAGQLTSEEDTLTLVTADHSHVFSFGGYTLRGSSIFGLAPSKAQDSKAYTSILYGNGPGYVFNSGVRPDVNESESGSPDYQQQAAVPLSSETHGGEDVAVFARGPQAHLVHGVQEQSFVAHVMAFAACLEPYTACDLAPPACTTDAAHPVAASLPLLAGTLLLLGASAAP
MPTP inh: blocks calcium-induced mitochondrial swelling. inhibition, % at 10 µM. isolated mouse mitochondria, Ca2+ swelling absorbance, 30 min. actives 1.4% (n = 360,000);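 active = inhibition of 50% or more, scaled per plate between neutral and stimulator controls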;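 note: 0% = DMSO wells given calcium and 100% = 1 mM EGTA wells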
A3A deaminase: human APOBEC3A DNA deaminase inhibition. inhibition, % at 20 µM. recombinant A3A, FAM/TAMRA ssDNA deamination fluorescence. P31941. actives 0.41% (n = 330,000);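 active = at least 40% inhibition at 20 µM here, with at most 30% in a related deaminase screen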;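 note: plate controls were A3A with DMSO for no effect and wells lacking A3A enzyme for full effect; some results filed as inactive read as strong as hits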
Target sequence (P31941 whole entry, looked up): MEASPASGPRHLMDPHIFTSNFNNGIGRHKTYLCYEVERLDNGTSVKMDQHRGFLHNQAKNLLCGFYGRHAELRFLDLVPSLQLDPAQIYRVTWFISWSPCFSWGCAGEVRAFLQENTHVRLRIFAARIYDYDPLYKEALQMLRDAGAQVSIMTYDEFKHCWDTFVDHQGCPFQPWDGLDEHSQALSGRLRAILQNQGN
MIN6 prolif: MIN6 beta-cell proliferation induction. actives 0.29% (n = 330,000). proliferation, % at 10 µM. AID 2380. MIN6 cells proliferation, ATPlite luminescence, 48 h; cells starved in 0.2% serum; 100% = growth in 10% serum;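 active = compounds whose signal lies at least 3.5 SD above the mean of all wells on their plate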;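 note: 0% = DMSO-treated cells in low-serum medium and 100% = 10% serum control; some compounds called inactive have numbers as strong as hits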
hIAP inh: blocks human intestinal alkaline phosphatase. actives 0.12% (n = 330,000). AID 2544. inhibition, % at 10 µM. P09923. purified IAP, CDP-Star luminescence, 30 min;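 active = inhibition reaching a set limit with compound at 10 µM in the primary screen, cut at about 35% in these data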;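 note: plate controls were DMSO wells with enzyme for no effect and no-enzyme buffer wells for full effect; values of inactives mirror those of a sister screen read the other way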
ATG4B inhibitor: inhibitors of human ATG4B cysteine protease. ATG4B cleavage of LC3-PLA2, NBD-HPC fluorescence, 1 h. actives 0.51% (n = 340,000). inhibition, % at 8.33 µM. AID 504462. Q9Y4P1; in the data active = inhibition above about 40%
mIAP block: mouse IAP inhibition; purified mouse IAP, CDP-Star luminescence, 30 min; inhibition, % at 10 µM; actives 0.2% (n = 330,000); AID 2806;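 active = inhibition of at least 40% at 10 µM in the primary screen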;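 note: plate controls were DMSO with enzyme for no effect and no enzyme wells for full effect; values of inactives mirror those of a sister screen read the other way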
mIAP activ: mouse IAP activation | muIAP, CDP-Star luminescence, 30 min; stronger effect = higher value; 1 = vehicle-only enzyme signal, 0 = enzyme-free wells | activation factor at 10 µM | actives 0.24% (n = 330,000) | AID 2805;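 active = activation factor of at least 2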; note: the source names both 10 and 20 µM as test concentration; values of inactives mirror those of a sister screen read the other way
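System: mouse IAP enzyme. Reagent: CDP-Star chemiluminescent phosphatase substrate. Benchmarks: DMSO wells, no-enzyme wells. Times: 30 min enzyme-substrate-compound incubation at room temperature. Detection: luminescence from enzymatic CDP-Star hydrolysis. Doses: test compounds delivered from DMSO solution.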
Starred values were filed as active, the others as inactive; · = not tested or not shown.

SMILES	A3G deaminase	hIAP act	MPTP inh	A3A deaminase	MIN6 prolif	hIAP inh	ATG4B inhibitor	mIAP block	mIAP activ
Oc1c(Cl)cc(Cl)cc1Sc1cc(Cl)cc(Cl)c1O	-1	1.4	·	1	-8	-40	·	14	0.86
CC(C)N(CCCNC(=O)Cn1ncc2c([nH]c3ccccc32)c1=O)Cc1ccccc1	-3	0.82	-0.5	-1	0	18	-1	0	1
COc1ccccc1NS(=O)(=O)c1cc(NC(=O)CC(C)(C)C)ccc1N1CCOCC1	-4	0.97	-1.7	0	-3	3	-16	-2	1
Cc1ccc(NC(=O)[C@H](NC(=O)[C@@H]2Cc3ccccc3CN2)c2ccccc2)cc1C	3	1.3	19	5	-6	-33	1	-24	1.2
COc1ccc(NC(=O)c2nc[nH]c2C(=O)N[C@@H](CC(C)C)C(=O)OC(C)(C)C)cc1	-12	1.3	1.6	2	-9	-35	-10	-3	1
COc1ccc(/C=N/NC(=O)c2c(-c3ccccc3)noc2C)cc1	12	0.98	-1.2	0	-3	2	-10	2	0.98
O=C(Nc1ccc(F)cc1F)Nc1ccccc1C(=O)NCCN1CCNC1=O	-6	1.1	0.1	-3	-3	-10	-3	-14	1.1
COc1ccccc1C(=O)NCC(=O)NNc1ncnc(N)c1[N+](=O)[O-]	-3	2.6*	·	7	0	-159	·	25	0.75
CCN(CC)C(=O)Cn1cc(C(=O)C(=O)N2CCN(Cc3ccccc3)CC2)c2ccccc21	-4	0.89	-1.2	-2	-1	11	-3	-4	1
CCOc1ncccc1C(=O)OCC(=O)NCc1ccc(C(=O)OC)cc1	-11	1.1	-0.5	-3	-1	-5	-9	-9	1.1
Cc1ccc2c(c1)N(C(=O)CCC(=O)O)CCO2	5	0.96	-0.1	-2	1	4	6	5	0.95
COC(=O)c1cc(CNC(=O)c2ccccc2OCc2c(C)noc2C)ccc1OC	1	1.3	-1.2	-5	-3	-26	2	4	0.96
CCOC(=O)N1CCN(C(=O)c2ccc(CS(=O)Cc3ccc(C)cc3)o2)CC1 (centres undefined)	-2	1.3	-0.5	-1	-1	-28	3	0	1
CC(=O)c1c(C)[nH]c(C(=O)OCC(=O)Nc2ccc3[nH]c(=O)[nH]c3c2)c1C	10	0.88	-2.2	4	2	12	-5	8	0.93
CCCn1c(NCc2ccccn2)nc2ccccc21	0	0.88	-0.2	2	-1	12	-17	-3	1
Clc1ccc(-c2csc(NNC3=NCCCCC3)n2)cc1	-2	1.1	1.2	-3	-6	-10	-10	12	0.88
O=C(Nc1ccc(Cl)c(Cl)c1)Nc1nnc(CSc2ccccc2)s1	0	1.2	75*	5	-5	-21	-3	8	0.92
COc1cccc(CN(CC(=O)NCC2CCCO2)C(=O)CNS(=O)(=O)c2ccccc2)c1 (centres undefined)	-8	1.2	-0.9	-6	0	-19	-6	-1	1
COc1ccc(OC)c(/C=N/NC(=O)c2cc[n+](Cc3ccccc3)cc2)c1	-4	0.88	-0.8	-2	-1	12	14	13	0.87
CCc1ccc(/C=N/NC(=S)NCCc2ccccc2)cc1	-6	0.97	3.2	-3	-3	3	0	17	0.83
CCN(CC)C(=O)C1=C(C)Nc2nc3ccccc3n2C1c1cccc(OC)c1 (centres undefined)	-5	1	0.4	-2	2	0	3	7	0.93
CSc1ccc(Cl)c(C(=O)Nc2ccc(C)cn2)c1	-2	0.97	-0.9	3	-1	3	-3	2	0.98
O=C(NCC(c1ccco1)N1CCc2ccccc2C1)c1ccc(Cl)c([N+](=O)[O-])c1 (centres undefined)	-7	0.9	-0.3	0	-7	10	3	10	0.9
O=C(Cn1c(C(F)(F)F)nc2ccccc21)c1ccc(F)cc1	-1	0.95	-2.8	-1	-3	5	9	4	0.96
CCN(CC)C(=O)CSc1nc2sc3c(c2c(=O)n1CCCOC)CCC3	-6	0.82	0.3	-6	-1	18	-3	-8	1.1
c1ccc(-n2c(SCC3CCCCO3)nnc2-c2cccs2)cc1 (centres undefined)	-11	0.9	0.2	-5	2	10	-3	0	1
CC1=CC(=O)O[C@@H]1[C@@]1(C)C[C@H]2OC(=O)C[C@H]3[C@@H](C)C(=O)C(O)=C1[C@@]23CO	-10	0.89	-1.5	-4	-2	12	-22	11	0.89
COC(=O)c1sc(S(=O)(=O)N2CCCCC2)c(C(=O)OC)c1C	-3	1	-0.1	-3	2	0	5	12	0.88
S=C(NCc1ccccc1)NCC1COc2ccccc2O1 (centres undefined)	1	0.97	17	1	-3	3	53*	-71	1.7
O=C(O)C1CC=CCC1C(=O)NNc1c(Cl)cc(Cl)cc1Cl (centres undefined)	-6	1	-0.6	1	1	-1	-5	-2	1
COc1ccc(C(=O)OCC(=O)NC(C)CCc2ccccc2)c(OC)c1 (centres undefined)	2	1.1	-1.1	3	-2	-8	-3	-13	1.1
Cc1ccc(S(=O)(=O)NC2(C(F)(F)F)NC(=O)N(Cc3ccccc3)C2=O)cc1 (centres undefined)	-6	0.95	0.6	-2	-3	5	-2	-6	1.1
CCCCCCCOC(=O)C1=C(C)Nc2ncnn2C1c1cccs1 (centres undefined)	-2	0.91	31	3	-4	9	-13	3	0.97
COC(c1ccccc1)c1nnc(CCC(=O)NC2C3CC4CC(C3)CC2C4)o1 (centres undefined)	-2	1	1.7	-1	0	-4	6	-1	1
CCOC(=O)c1cnc2c(C)cccc2c1Nc1ccc(N2CCOCC2)cc1	-10	0.81	·	-1	-3	19	·	12	0.88
COc1ccc(C2=NN(C(=O)c3cccs3)C(c3ccc(OC)cc3)C2)cc1 (centres undefined)	-4	0.97	-0.2	-3	-6	3	-6	14	0.86
CCn1c(SCC(=O)Nc2nc3ccc(OC)cc3s2)nnc1-c1ccoc1C	-1	0.95	-8.2	2	-1	5	-3	3	0.97
O=C(NCCCN1CCOCC1)c1ccc(CS(=O)(=O)c2ccc(Br)cc2)o1	-6	0.9	-1.8	-5	-1	10	1	-5	1
CC12CN3CC(C)(CN(C1)C3c1ccc([N+](=O)[O-])o1)C2=O (centres undefined)	-3	0.9	-1.6	-3	-2	10	-11	0	1
COc1cccc(CC(=O)OCC(=O)NNC(=O)c2ccc([N+](=O)[O-])cc2)c1	-7	1.1	-1.8	-4	-2	-11	-5	13	0.87

Full records, looked up by structure. Order of values: A3G deaminase, hIAP act, MPTP inh, A3A deaminase, MIN6 prolif, hIAP inh, ATG4B inhibitor, mIAP block, mIAP activ
COc1ccc(C(=O)OCC(=O)NC(C)CCc2ccccc2)c(OC)c1 (centres undefined) is listed with 2, 1.1, -1.1, 3, -2, -8, -3, -13, 1.1
CCN(CC)C(=O)CSc1nc2sc3c(c2c(=O)n1CCCOC)CCC3 is listed with -6, 0.82, 0.3, -6, -1, 18, -3, -8, 1.1

Remaining list, next part
SMILES	A3G deaminase	hIAP act	MPTP inh	A3A deaminase	MIN6 prolif	hIAP inh	ATG4B inhibitor	mIAP block	mIAP activ
CCOc1ccc(CCNC(=O)c2ccc3nc(N4CCOCC4)sc3c2)cc1OCC	-3	1.1	3.1	-4	2	-6	5	-20	1.2
Cc1cc(-c2ccccc2)nn1-c1nc2c(c(=O)[nH]c(=O)n2C)n1C	-4	0.91	-1.6	-3	-2	9	-5	4	0.96
Cc1c(Cl)ccc2sc(NC(=O)c3ccco3)nc12	-4	1.1	1.7	1	-2	-8	6	-12	1.1
COc1cc(C2C3=C(CCCC3=O)OC3=C2C(=O)CCC3)ccc1OCC(=O)Nc1ccccc1	-2	1	-0.3	3	1	0	-5	4	0.95
COc1ccc(Oc2ccc(C(F)(F)F)cc2NC(=O)c2ccc(OC)cc2)cc1	-3	1.1	2.8	-4	-4	-6	4	-17	1.2
COc1cccc(CN2CC(C(=O)NC3CCCCCC3)CCC2=O)c1 (centres undefined)	-1	1.2	1.6	1	0	-21	-6	5	0.95
COC(=O)c1[nH]c2ccccc2c1NC(=O)C(C)N1CC(C)OC(C)C1 (centres undefined)	-7	1.1	0.5	-1	0	-11	-5	-5	1.1
S=C(NCC1CCCO1)N1CCc2ccccc2C1 (centres undefined)	-5	0.91	0.0	-6	1	10	8	-4	1
CCC(=O)N(CCCN(C)C)c1nc(-c2cc(OC)ccc2OC)cs1	-2	0.85	-3.0	1	1	15	-7	5	0.95
COc1cc(C(=O)Nc2nc(-c3cccs3)cs2)cc(OC)c1OC	-4	1	0.2	-3	-4	-4	-21	8	0.92
Cc1ccc(C)n1-c1nn(S(=O)(=O)c2ccccc2)c2cccc(F)c12	-4	0.97	1.8	-4	-2	2	2	-1	1
Cc1ccc(-c2nc(CN3CCCC(C(=O)N4CCOCC4)C3)c(C)o2)cc1 (centres undefined)	-5	1.1	-0.7	-1	-3	-14	24	11	0.89
COc1ccc(N2CC(O)=C(c3nc(-c4ccccc4)cs3)C2=N)cc1	-5	1.1	3.2	-4	-2	-7	1	-11	1.1
Cc1ccc(NC(=O)COC(=O)c2ccc(S(=O)(=O)N3CCCCC3)cc2)cc1	-10	0.91	-0.3	-2	1	10	-1	3	0.97
COc1cc2ncnc(NCc3cccc(Cl)c3)c2cc1OC	0	1	0.0	-4	2	-3	5	-29	1.3
Cc1sc(NC(=O)CCC(=O)O)c(C(N)=O)c1-c1ccccc1	16	0.96	1.9	1	-2	4	3	9	0.91
[O-][n+]1ccc(OCc2ccccc2)cc1	-12	1.1	0.1	-6	0	-12	-5	-1	1
Cc1c(CN2CCCC(C(=O)c3cccc(OC(C)C)c3)C2)c(=O)n(-c2ccccc2)n1C (centres undefined)	-7	0.96	0.1	0	-1	4	-8	5	0.95
CSc1ccccc1OCc1cc(C(=O)NC2CCc3ccccc32)no1 (centres undefined)	0	0.87	1.3	0	-1	13	21	5	0.95
Cc1ccc(C)c(NC(=O)COC(=O)c2ccc3ccccc3n2)c1	-11	1.2	-0.1	-2	-3	-21	-8	0	1
O=C(Nc1nnc(Cc2ccc(F)cc2)s1)Nc1ccccc1F	-6	0.9	3.5	-4	-4	10	2	-5	1
Nc1c(C(=O)CSc2nc3ccccc3o2)c(=O)[nH]c(=O)n1C1CC1	-5	0.97	-1.3	2	-4	3	-4	1	0.99
Cc1cccc(-n2c(-c3ccncc3)n[nH]c2=S)c1	27	0.96	-7.2	-4	-3	4	-7	-4	1
O=C(COc1ccc(F)cc1)NC1CC1	-5	0.9	2.0	-3	-3	10	-5	4	0.96
Cc1ccc2c(c1)N(CC(=O)N1CCCc3ccccc31)C(=O)C(C)O2 (centres undefined)	-1	0.94	2.0	0	3	6	-7	7	0.93
Cc1ccc2c3c(cccc13)-c1ccccc1C2=O	-5	0.83	3.0	-2	2	16	12	0	1
COc1ccc(C2(O)CCN(Cc3nnnn3Cc3ccc(F)cc3)CC2)cc1	3	1.1	8.4	-3	-3	-13	2	-2	1
COc1ccccc1C1CC(=O)Oc2c(C(C)C)ccc(C)c21 (centres undefined)	8	·	0.8	9	·	·	2	8	0.92
Cc1ccc(C(=O)CCC(=O)OCC(=O)Nc2ccccc2SCC#N)cc1	-7	1.1	-1.9	0	0	-7	-41	4	0.96
COc1ccc(C(CC(=O)O)NC(=O)Cc2ccccc2)cc1OC (centres undefined)	-6	0.96	-1.2	-1	2	4	0	3	0.97

Gathered by group: the compounds so far containing a tert-butyl group (2)
SMILES	A3G deaminase	hIAP act	MPTP inh	A3A deaminase	MIN6 prolif	hIAP inh	ATG4B inhibitor	mIAP block	mIAP activ
COc1ccccc1NS(=O)(=O)c1cc(NC(=O)CC(C)(C)C)ccc1N1CCOCC1	-4	0.97	-1.7	0	-3	3	-16	-2	1
COc1ccc(NC(=O)c2nc[nH]c2C(=O)N[C@@H](CC(C)C)C(=O)OC(C)(C)C)cc1	-12	1.3	1.6	2	-9	-35	-10	-3	1
